NTMT1 inh – blocks human N-terminal methyltransferase 1 activity; Q9BV86; NTMT1 MTase-Glo SAH luminescence, purified enzyme; Potency, µM (series often up to 114 µM), for inactives: at the top dose activity change, negative = inhibition, hits mostly inhibitors; 59,000 tested, 2.5% active; AID 1645870;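 note: plate controls were DMSO vehicle for no effect and no enzyme for full effect; nearly all actives have a fitted effect of over 65% in size; many of its hits are not listed in these tables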
Target sequence (Q9BV86 whole entry, looked up): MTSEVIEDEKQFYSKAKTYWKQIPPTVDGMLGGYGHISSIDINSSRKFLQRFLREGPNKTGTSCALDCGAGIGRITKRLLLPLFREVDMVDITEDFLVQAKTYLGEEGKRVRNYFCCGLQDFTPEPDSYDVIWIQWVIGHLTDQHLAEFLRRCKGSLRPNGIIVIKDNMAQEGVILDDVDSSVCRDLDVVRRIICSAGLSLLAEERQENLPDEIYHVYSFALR
FH mod – Identification of activators of human fumarate hydratase by quantitative high-throughput screening. 54,000 tested, 0.22% active. Potency, µM (highest dose often 79.9 µM), without a hit: top-dose activity change, negative = inhibition, hits mostly inhibitors. FH coupled MDH/diaphorase resazurin fluorescence, 15 min. AID 1347055, 2019. Fumarate hydratase, mitochondrial (Homo sapiens), P07954; note: the screen sought activators but most active calls are inhibition curves; nearly all actives have a fitted effect of over 45% in size
Target sequence (P07954 whole entry, looked up): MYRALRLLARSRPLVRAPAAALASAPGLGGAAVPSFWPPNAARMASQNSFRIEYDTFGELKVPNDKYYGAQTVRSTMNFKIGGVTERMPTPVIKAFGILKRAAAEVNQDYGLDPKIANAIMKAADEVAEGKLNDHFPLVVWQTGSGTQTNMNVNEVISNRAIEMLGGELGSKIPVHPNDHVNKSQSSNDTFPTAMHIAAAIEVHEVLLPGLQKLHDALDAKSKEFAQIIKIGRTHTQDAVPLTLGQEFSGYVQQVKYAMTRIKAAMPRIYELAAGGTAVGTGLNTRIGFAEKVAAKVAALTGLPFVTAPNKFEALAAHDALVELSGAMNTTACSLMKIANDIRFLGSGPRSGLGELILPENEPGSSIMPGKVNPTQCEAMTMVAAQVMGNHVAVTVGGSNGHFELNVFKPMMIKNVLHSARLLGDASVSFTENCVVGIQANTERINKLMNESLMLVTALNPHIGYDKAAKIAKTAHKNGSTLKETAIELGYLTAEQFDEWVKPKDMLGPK
* = called active by the depositor; ? = inconclusive; & = joins results of further samples; [ ] = remark or other dose. Calls come from the whole dose curve; as a rule, active = well fitted curve in the direction sought with a large enough effect; inconclusive = small, poorly fitted or top-dose-only effect, or another doubt; inactive = no such curve, though single readings can be large; an effect the other way counts as inactive or inconclusive. Unless noted, % is set by controls: 0 for no effect and ±100 for the full control effect; potency is the fitted concentration of half-maximal effect.

COc1ccc(C=CC(=O)Nc2ccccc2C(=O)O)cc1OC
  NTMT1 inh: 14%[57.5 µM]
  FH mod: -1%[53.3 µM]

Cn1c(=O)c2[nH]c(Br)nc2n(C)c1=O
  NTMT1 inh: 40%[activator][57.5 µM]
  FH mod: -3%[53.3 µM]

COc1ccc(C(=O)CC(=O)c2ccc(C(C)(C)C)cc2)cc1
  NTMT1 inh: 24%
  FH mod: 5%&0%[53.3 µM]

NC(=O)c1ccccc1Nc1ccnc(Nc2cccc(O)c2)n1
  NTMT1 inh: ?
  FH mod: -10%

CCn1cc(-c2ccnc3[nH]c(-c4cccc(CN(C)C)c4)cc23)c(-c2ccc(NC(=O)N(C)C)cc2)n1
  NTMT1 inh: ?
  FH mod: 4%

Cc1cc(NS(=O)(=O)c2ccc(N)cc2)nc(C)n1
  NTMT1 inh: 0%[57.5 µM]
  FH mod: -4%[53.3 µM]

O=C(NCCc1c[nH]c2ccccc12)c1cccnc1
  NTMT1 inh: -11%[57.5 µM]
  FH mod: 4%[53.3 µM]

Cn1cc(-c2ccc3nnc(C(F)(F)c4ccc5ncccc5c4)n3n2)cn1
  NTMT1 inh: ?
  FH mod: 2%

CN(C)[C@@H](CCOc1cccc2ccccc12)c1ccccc1
  NTMT1 inh: ?
  FH mod: 7%&-5%[53.3 µM]

CN(C)CC(=O)N1CCC(c2ccc(NC(=O)c3ncc(C#N)[nH]3)c(C3=CCCCC3)c2)CC1
  NTMT1 inh: 12%
  FH mod: 15%

Reprinted from the part before: six compounds, followed by the next part.
CCn1cc(-c2ccnc3[nH]c(-c4cccc(CN(C)C)c4)cc23)c(-c2ccc(NC(=O)N(C)C)cc2)n1
  NTMT1 inh: ?
  FH mod: 4%

Cc1cc(NS(=O)(=O)c2ccc(N)cc2)nc(C)n1
  NTMT1 inh: 0%[57.5 µM]
  FH mod: -4%[53.3 µM]

O=C(NCCc1c[nH]c2ccccc12)c1cccnc1
  NTMT1 inh: -11%[57.5 µM]
  FH mod: 4%[53.3 µM]

Cn1cc(-c2ccc3nnc(C(F)(F)c4ccc5ncccc5c4)n3n2)cn1
  NTMT1 inh: ?
  FH mod: 2%

CN(C)[C@@H](CCOc1cccc2ccccc12)c1ccccc1
  NTMT1 inh: ?
  FH mod: 7%&-5%[53.3 µM]

CN(C)CC(=O)N1CCC(c2ccc(NC(=O)c3ncc(C#N)[nH]3)c(C3=CCCCC3)c2)CC1
  NTMT1 inh: 12%
  FH mod: 15%

OC1CCC(Nc2ncc3nc(Nc4c(F)cc(F)cc4F)n([C@H]4CCOC4)c3n2)CC1 (stereo not given in full)
  NTMT1 inh: 4%[57.5 µM]
  FH mod: -8%

CC(C)C[C@@H](C(=O)N[C@H](C(=O)OC1CCCC1)c1ccccc1)[C@H](O)C(=O)NO
  NTMT1 inh: 10%
  FH mod: 6%[53.3 µM]

Cc1[nH]cnc1C1CCN(c2nc3cccc4c3n2CCC4=O)CC1
  NTMT1 inh: 3%[57.5 µM]
  FH mod: -1%

CCn1c(C(=O)N(C2CC2)C2CC2)cc2c3c(ncn3C)c(Nc3cc(C)n(C)n3)nc21
  NTMT1 inh: ?
  FH mod: 2%

CNC(=O)c1ccc2c(c1)CCO[C@H]2CCN1CCN(c2ccc(C(N)=O)cc2)CC1
  NTMT1 inh: -2%[57.5 µM]
  FH mod: 2%

COc1cc2c(cc1OC)C(=O)CC2
  NTMT1 inh: 5%[57.5 µM]
  FH mod: -2%[53.3 µM]

Cc1cc(OCCN2CCOCC2)nn1-c1ccc2ccccc2c1
  NTMT1 inh: ?
  FH mod: -2%

CCCN1CCC[C@@H](c2cccc(S(C)(=O)=O)c2)C1
  NTMT1 inh: 0%[57.5 µM]
  FH mod: 9%

COc1ccc(CC2NCCc3c2[nH]c2ccc(C)cc32)cc1OC (stereo not given)
  NTMT1 inh: 0%[57.5 µM]
  FH mod: -1%

COc1ccc(Oc2cc(C)c(-c3csc(NC(=O)c4ccncc4)n3)c(C)c2)cc1
  NTMT1 inh: 2%[57.5 µM]
  FH mod: -16%

Whole records, quoted from the list. Order of values: NTMT1 inh | FH mod
CCCN1CCC[C@@H](c2cccc(S(C)(=O)=O)c2)C1 is listed as 0%[57.5 µM] | 9%
Cc1[nH]cnc1C1CCN(c2nc3cccc4c3n2CCC4=O)CC1 is listed as 3%[57.5 µM] | -1%

(continued)
O=C(Cc1ccc(-c2ccc(OCCN3CCOCC3)cc2)cn1)NCc1ccccc1
  NTMT1 inh: -8%
  FH mod: 17%

CC(=O)c1ccc2c(c1)N(CCCN(C)C)c1ccccc1S2
  NTMT1 inh: -12%[57.5 µM]
  FH mod: -18%&6%[53.3 µM]

O=S(=O)(c1cccc2cnccc12)N1CCCNCC1
  NTMT1 inh: 2%
  FH mod: 10%&1%[53.3 µM]

c1ccc(CC2=NCCN2)cc1
  NTMT1 inh: -24%[57.5 µM]
  FH mod: -3%[53.3 µM]

COCCN(C)Cc1ccc2nc3sc(C(=O)N(C)C4CCCCC4)cn3c2c1
  NTMT1 inh: -2%[57.5 µM]
  FH mod: ?

COc1cc(/C=C2\CCCN([C@@H](C)c3ccc(F)cc3)C2=O)ccc1-n1cnc(C)c1
  NTMT1 inh: 8%[57.5 µM]
  FH mod: -8%

CN[C@H]1[C@@H](O)[C@@H]2O[C@@H]3O[C@H](C)CC(=O)[C@]3(O)O[C@@H]2[C@@H](NC)[C@H]1O
  NTMT1 inh: 9%[57.5 µM]
  FH mod: -1%[53.3 µM]

NCc1ccc(Nc2ncc(F)c(Nc3ccccc3)n2)cc1
  NTMT1 inh: 0%[57.5 µM]
  FH mod: 2%

CCC(CC)Nc1nc(C)c(-c2ccc(OC(F)(F)F)cc2OC)nc1OC
  NTMT1 inh: 22%[57.5 µM]
  FH mod: ?

Nc1ncnc2c1ncn2Cc1c(F)cccc1Cl
  NTMT1 inh: -4%[57.5 µM]
  FH mod: -7%[53.3 µM]

Shown with two lines to a compound: part of the list above
Sequence of screens – NTMT1 inh	FH mod
COCCN(C)Cc1ccc2nc3sc(C(=O)N(C)C4CCCCC4)cn3c2c1
  -2%[57.5 µM]	?
Nc1ncnc2c1ncn2Cc1c(F)cccc1Cl
  -4%[57.5 µM]	-7%[53.3 µM]
CCC(CC)Nc1nc(C)c(-c2ccc(OC(F)(F)F)cc2OC)nc1OC
  22%[57.5 µM]	?
O=S(=O)(c1cccc2cnccc12)N1CCCNCC1
  2%	10%&1%[53.3 µM]

(more compounds)
C[C@@H](N)C1CCC(C(=O)Nc2ccncc2)CC1 (stereo not given in full)
  NTMT1 inh: -18%[57.5 µM]
  FH mod: 5%&-2%[53.3 µM]

COc1cc2c(Oc3ccc(NC(=O)C4(C(=O)Nc5ccc(F)cc5)CC4)cc3F)ccnc2cc1OCCCN1CCOCC1
  NTMT1 inh: -18%
  FH mod: ?

CC(C)N(C[C@H]1O[C@@H](n2cnc3c(N)ncnc32)[C@H](O)[C@@H]1O)C1CC(CCc2nc3ccc(C(C)(C)C)cc3[nH]2)C1 (stereo not given in full)
  NTMT1 inh: ?
  FH mod: 7%

CCN(Cc1cc(Nc2nc(C)cn3c(-c4cn[nH]c4)cnc23)sn1)C(C)(C)CO
  NTMT1 inh: ?
  FH mod: -13%

C=C[C@H]1CN2CC[C@H]1C[C@@H]2[C@@H](O)c1ccnc2ccc(OC)cc12
  NTMT1 inh: -2%[57.5 µM]
  FH mod: -5%[53.3 µM]

CC(=O)OC12COC1CC(O)C1(C)C(=O)C(O)C3=C(C)C(OC(=O)C(O)C(NC(=O)OC(C)(C)C)c4ccccc4)CC(O)(C(OC(=O)c4ccccc4)C21)C3(C)C (stereo not given)
  NTMT1 inh: 1%[57.5 µM]
  FH mod: 6%

O=C(Nc1ncc(SCCN2CCCC2)s1)[C@]1(c2ccc(S(=O)(=O)C3CC3)cc2)C[C@@H]1C1CCCCC1
  NTMT1 inh: 8%[57.5 µM]
  FH mod: -7%[53.3 µM]

C1CCC(C(CC2CCCCN2)C2CCCCC2)CC1 (stereo not given)
  NTMT1 inh: ?
  FH mod: 1%&-7%[53.3 µM]

O=C(C1CCCCC1)N(CCN1CCN(c2ccccc2O)CC1)c1ccccn1
  NTMT1 inh: -4%[57.5 µM]
  FH mod: -1%

Cn1c(=O)c2c(ncn2CC2OCCO2)n(C)c1=O
  NTMT1 inh: 5%&-12%[57.5 µM]
  FH mod: 3%

Cc1cc(OCc2nnc(SC3CCCC3)n2-c2cccnc2)ccc1-c1ccc(S(C)(=O)=O)cc1
  NTMT1 inh: -1%[57.5 µM]
  FH mod: -4%

CN(C)CCN1CCN(c2cccc(Cl)c2)C1=O
  NTMT1 inh: -1%[57.5 µM]
  FH mod: 3%[53.3 µM]

Cc1cc(Nc2ncc(Cl)c(Nc3ccccc3S(=O)(=O)C(C)C)n2)c(OC(C)C)cc1C1CCNCC1
  NTMT1 inh: 14µM*
  FH mod: 4%

O=C(O)[C@H]1Cc2ccccc2CN1
  NTMT1 inh: -3%[6.45 µM]
  FH mod: 3%[6.31 µM]

CCOc1ccccc1C(N)=O
  NTMT1 inh: 29%[57.5 µM]
  FH mod: 1%[53.3 µM]

NC(=O)c1cccc(-c2cc(Nc3ccc(OC(F)(F)F)cc3)ncn2)c1
  NTMT1 inh: ?
  FH mod: -10%

Cc1c(C(=O)NCCO)[n+](=O)c2ccccc2n1[O-]
  NTMT1 inh: 21%[57.5 µM]
  FH mod: 2%[53.3 µM]

Cc1nc2ccccn2c(=O)c1CCN1CCC(C(=O)c2ccc(F)cc2)CC1
  NTMT1 inh: 7%[57.5 µM]
  FH mod: -14%&-2%[53.3 µM]

COc1ccc(CNC(=O)c2cc(-c3cncc(C)c3)ncc2-c2nccs2)nc1OC
  NTMT1 inh: 2%[57.5 µM]
  FH mod: 0%

Screens: PubChem, National Center for Advancing Translational Sciences (NCATS)

The list is partial (hit frequency here may not be typical).
